KOR beta-arrestin-1: KOR antagonists, beta-arrestin recruitment, cell-based, luminescence, uHTS (AID 1778); KOR beta-arrestin recruitment, luminescence, antagonist mode; higher % means a stronger effect; inhibition, % at 10 µM, or IC50 in µM where a hit was titrated; 0.091% of 290,000 active; also: strong numbers were not always called active
TNAP activators: human TNAP enzyme activators, primary screen, biochemical, luminescent, no phosphate acceptor, uHTS (AID 1001). 0.03% of 200,000 active. Alkaline phosphatase, tissue-nonspecific isozyme (Homo sapiens). activation fold at 20 µM, or EC50 in µM where a hit was titrated. purified TNAP, luminescent activation assay, no phosphate acceptor; higher activation fold means a stronger effect; in the data active = activation fold from about 3, or a potency from the dose series; inactive = the rest, 99 in 100 with activation fold below about 1.6; also: many of its hits are not listed in these tables
NTR1 ag: agonists of NTR1, primary screen, imaging, U2OS cells, beta-arrestin-GFP, high content (AID 493036) | Neurotensin receptor type 1 (Homo sapiens), P30989 | NTR1-U2OS beta-arrestin-GFP spot imaging, agonist mode | activation, % at 20 µM | 0.17% of 330,000 active;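 active = activation at or above 40% of the spot to cytoplasm intensity ratio, with at least 20 cells analyzed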;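 also: 0% = DMSO without peptide and 100% = 100 nM NTR1 peptide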
Target sequence (P30989 whole entry, looked up): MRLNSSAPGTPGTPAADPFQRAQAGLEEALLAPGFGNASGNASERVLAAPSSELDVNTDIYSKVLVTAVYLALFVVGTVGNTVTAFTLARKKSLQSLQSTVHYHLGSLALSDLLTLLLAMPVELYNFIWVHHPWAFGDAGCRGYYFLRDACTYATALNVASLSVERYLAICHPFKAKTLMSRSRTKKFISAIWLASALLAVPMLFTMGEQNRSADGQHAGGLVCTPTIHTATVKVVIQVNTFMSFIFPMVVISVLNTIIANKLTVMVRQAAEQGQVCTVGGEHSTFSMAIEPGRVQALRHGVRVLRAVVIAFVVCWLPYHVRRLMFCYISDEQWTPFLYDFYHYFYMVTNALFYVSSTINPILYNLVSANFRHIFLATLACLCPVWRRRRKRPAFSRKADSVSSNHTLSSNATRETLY
NOD1 NF-kB reporter: NOD1 signaling inhibitors, primary screen, cell-based, luminescence, uHTS (AID 1578). one-dose inhibition, % at 4 µM; EC50 in µM for titrated hits. NOD1-driven NF-kB luciferase reporter cells, luminescence; higher % means a stronger effect. 1% of 290,000 active; in the data active = inhibition mostly above about 36%, no sharp cut-off; inactive = mostly below about 34%;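 also: HEK-293T reporter cells stimulated with the NOD1 agonist gamma-tri-DAP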
NOD2 inhibition: NOD2 signaling inhibitors, cell-based, luminescence, uHTS, HEK293 (AID 1566). 0.63% of 290,000 active. HEK293 NOD2/NF-kB luciferase reporter, luminescence; higher % means a stronger effect. inhibition, % at 4 µM; hits with a dose series show EC50 in µM; also: many of its hits are not listed in these tables
Yfh1-off respiration: enhancers of respiration in Yfh1-depleted yeast, dose response, Friedreich's ataxia, plus single-dose screen (AID 1465); 0.074% of 220,000 active; S. cerevisiae Yfh1-off respiration, WST-1 reduction, 72 h; higher fold induction means a stronger effect; one-dose fold induction at 50 µM; EC50 in µM for titrated hits;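 active = fold induction of absorbance versus untreated yeast above a set limit, then at least 30% activation at any dose in follow-up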;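 also: activators that raise dye reduction in frataxin-depleted yeast; strong numbers were not always called active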
KOR beta-arrestin-2: KOR agonists, beta-arrestin recruitment, primary screen, cell-based, luminescence, uHTS (AID 1777); Kappa-type opioid receptor (Homo sapiens); KOR beta-arrestin recruitment, luminescence; higher % means a stronger effect; activation, % at 10 µM, or EC50 in µM where a hit was titrated; 0.02% of 280,000 active; in the data active = activation above about 50%, passing the limit was not always enough; also: a part of the inactive calls stands beside numbers as strong as those of hits
GPR55 beta-arrestin: GPR55 agonists via beta-arrestin recruitment, primary screen, imaging, U2OS cells, beta-arrestin-GFP redistribution (AID 1961). G-protein coupled receptor 55 (Homo sapiens). activation, % at 10 µM; hits with a dose series show EC50 in µM. U2OS GPR55 beta-arrestin-GFP redistribution imaging; higher % means a stronger effect. 0.048% of 290,000 active;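 active = activation above 40% with more than 50 cells counted in the well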;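 also: U2OS osteosarcoma cells stably expressing GPR55 and beta-arrestin-GFP; plate controls were DMSO negative control for no effect and LPI positive control for full effect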
CSM14.1 death rescue: rescue of cells from ER stress-induced death, primary screen, 384-well, CSM14.1, thapsigargin, ATP luminescence (AID 1222). cellular ATP content (survival), % at 20 µM, or EC50 in µM where a hit was titrated. CSM14.1 thapsigargin-induced death rescue, ATP luminescence; higher % means a stronger effect. 190,000 tested, under 10 active;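 active = EC50 below 50 µM in the dose-response confirmation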;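 also: death triggered by thapsigargin at about 15 µM added after 2 h compound pretreatment; cell ATP read after overnight thapsigargin exposure of roughly 18 to 22 hours; normalized against plate controls of thapsigargin alone and 5% DMSO vehicle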
NTR1 ag cell count 20 µM: second read-out of NTR1 ag, no call of its own (marks repeat the call); cell count; measured here: cell count, cytotoxicity flag
* = called active by the depositor; i = inactive; · = no result given; [ ] = dose if it differs, or a comment. Rule as the data show it, unless noted: active = inhibition above about 50%; inactive = the rest.

mol	KOR beta-arrestin-1	TNAP activators	NTR1 ag	NTR1 ag cell count 20 µM	NOD1 NF-kB reporter	NOD2 inhibition	Yfh1-off respiration	KOR beta-arrestin-2	GPR55 beta-arrestin	CSM14.1 death rescue
O=C(Nc1cccc(O)c1)c1ccc(C(=O)c2ccccc2)o1	-18%[20 µM]	1	1.7	89	2%	-145%	i	-0.4%	0.2%	-1.0%
O=C(NCCNC(=O)c1cnccn1)c1ccc(Cl)c(Cl)c1	-11%	·	-0.6	45	-5%	-8%	·	40%	0.0%	·
Cc1ccc(-c2cc(N)on2)cc1	-15%	1.1	0.2	36	-36%	-5%	i	-5.7%	0.3%	-1.5%
Cc1noc(C)c1COC(=O)c1ccc(N(C)C)cc1	18%	1	0.2	39	-34%	-38%	i	-6.4%	0.2%	-1.0%
COc1ccc(CNc2c(C(=O)O)cnc3c2cnn3C)cc1	-9%	1.2	-0.1	39	-29%	9%	i	-5.7%	-0.1%	-0.4%
CC(=O)Nc1ccc(C(=O)OCC(=O)Nc2ccccc2Sc2ccccc2)cc1	-7%	1.1	16	65	-12%	5%	i	8.4%	-0.3%	-0.8%
CCN(CC)S(=O)(=O)c1ccc(Cl)c(NC(=O)COc2ccc(OC)cc2)c1	-20%	1.1	0.3	50	-61%	9%	i	5.7%	1.3%	0.1%
Cc1ccc(/C(O)=C2\C(=O)C(=O)N(CC(C)O)C2c2ccc(N(C)C)cc2)cc1 (configuration not stated)	-15%	1.1	0.1	50	6%	-1%	i	2.7%	0.2%	-2.3%
CCOC(=O)c1sc(NC(=O)CCSC)nc1C	16%	1.1	-2.2	92	-25%	4%	i	-5.6%	0.6%	0.2%
Cc1oc2ccc(NS(=O)(=O)c3cccc4cccnc34)cc2c1C(=O)OC(C)C	24%	1.1	4.3	50	34%	3%	i	1.3%	0.0%	0.0%
Cc1cc(O)ccc1-c1cnc2ccccc2n1	-21%	1	-2.4	54	-59%	-9%	i	-4.9%	0.2%	-2.8%
CCC1Nc2ccccc2-c2nnc(SC)nc2O1 (configuration not stated)	18%	1	0.8	41	-11%	4%	i	·	0.2%	0.8%
Cc1ccccc1Nc1nc(N)nc(CSc2nc3ccccc3c(=O)n2C)n1	10%	1	12	60	28%	25%	i	0.6%	-0.1%	-1.0%
CCOc1ccccc1C(=O)Nc1nnc(CC)s1	20%	1.1	-3.0	57	-17%	0%	i	4.0%	-0.5%	-0.4%
COc1ccc(C(=O)Nc2ccc(NC(=O)CSc3nnc(-c4ccncc4)n3C)cc2)cc1	-28%	·	2.5	43	-29%	11%	·	-5.9%	-0.2%	·
Cc1noc2ncnc(Oc3ccc(Cl)cc3Cl)c12	-24%	1.1	1.4	32	·	·	i	-1.0%	0.1%	-2.9%

Limited to GPR55 beta-arrestin, for 2 of the compounds above:
SMILES | GPR55 beta-arrestin
Cc1oc2ccc(NS(=O)(=O)c3cccc4cccnc34)cc2c1C(=O)OC(C)C | 0.0%
CCOc1ccccc1C(=O)Nc1nnc(CC)s1 | -0.5%

Other results
mol	KOR beta-arrestin-1	TNAP activators	NTR1 ag	NTR1 ag cell count 20 µM	NOD1 NF-kB reporter	NOD2 inhibition	Yfh1-off respiration	KOR beta-arrestin-2	GPR55 beta-arrestin	CSM14.1 death rescue
C/C(=N\NC(=S)NC1CCCCC1)c1ccccc1	-8%	1.1	2.2	39	20%	-65%	i	0.8%	-0.3%	-1.8%
O=S(=O)(NC1=NCCCCC1)c1ccc2ccccc2c1	-8%	1.2	-0.4	48	-29%	3%	i	2.0%	0.1%	-3.9%
O=[N+]([O-])c1ccccc1/C=N/n1c(-c2ccccc2)n[nH]c1=S	-63%[20 µM]	·	1.8	58	-25%	16%	·	-2.9%	0.5%	·
COc1ccccc1CNC(=O)COC(=O)c1cc(C)oc1C	13%	1.1	1.0	38	-13%	18%	i	2.2%	1.0%	-4.5%
Cn1c(CCNC(=O)c2cccs2)nnc1SCC(=O)N1CCN(c2ccccc2)CC1	9%	1.1	-1.2	52	3%	12%	i	-5.0%	0.2%	-1.5%
CCOC(=O)c1sc2nc(C)[nH]c(=S)c2c1C	11%	1.1	8.1	81	-19%	8%	i	-3.0%	0.3%	-2.5%
Cc1ccc(S(=O)(=O)CC(=O)Nc2c(C)n(C)n(-c3ccccc3)c2=O)cc1	-26%	1.1	-1.7	70	-38%	1%	i	0.2%	0.2%	0.9%
CCOC(=O)/C(C#N)=C1\CCCN1CC(N)=S	-4%	1.1	0.3	67	-22%	3%	i	-2.7%	-0.5%	-5.1%
O=C(Cn1cc([N+](=O)[O-])cn1)NCc1cc2ccccc2[nH]1	7%	1	-1.9	63	5%	21%	i	2.7%	0.3%	-1.3%
CC/C(=N\NC(=O)CSCc1ccccc1Br)c1ccc2c(c1)OCCO2	-4%	1.1	3.5	82	-45%	11%	i	1.6%	-0.1%	-0.9%
CCOc1ccccc1C(=O)n1nc(C)cc1C	4%	1	-0.6	80	13%	4%	i	18%	0.0%	-1.4%
COc1ccccc1C(=O)NNC(=O)c1ccc(NC(=O)c2ccccc2)cc1	-37%[20 µM]	1.1	4.2	43	-8%	8%	i	-2.1%	-0.1%	-0.7%
CCN(C(=O)c1ccco1)c1nnc(-c2cccnc2)s1	-16%	·	0.2	53	-52%	-30%	·	3.0%	-0.2%	·
COc1cc(NC(=S)Nc2ccc(Br)cc2Cl)c(OC)cc1Cl	14%	1	-1.3	61	-26%	-13%	i	-1.3%	0.1%	-1.5%
O=C(c1ccco1)N1C2C=CC(C2)C1(C(F)(F)F)C(F)(F)F (configuration not stated)	-21%	1	-1.2	54	-10%	-11%	·	5.8%	0.6%	0.9%
Nn1c(SCc2csc(-c3ccccc3)n2)nnc1-c1cccs1	-12%	1.1	-0.9	86	·	-5%	i	0.9%	-0.5%	-3.5%
COC(=O)C1C(=O)C2=C(CC1C)NC(C)=C(C(=O)OC1CCCCC1)C2c1ccc(N(C)C)cc1 (configuration not stated)	8%	1.1	3.3	100	17%	8%	i	-3.0%	-0.5%	-0.9%
Cc1cc(=O)[nH]c(SCC(=O)Nc2ncc(S(=O)(=O)c3ccc([N+](=O)[O-])cc3)s2)n1	1%	1.1	1.6	52	-17%	4%	i	-4.6%	-0.1%	-0.7%
COc1cccc(-n2ccnc2SCC(=O)Nc2nccs2)c1	-16%	1	-1.1	47	-1%	-16%	i	8.7%	0.2%	-2.8%
O=C(CSc1nnc(-c2ccncc2)o1)NCc1ccccc1	-8%	1	-1.7	71	7%	2%	i	0.8%	-0.3%	0.6%
Cc1ccc(C(=O)NCc2ccc3c(c2)OCO3)cc1	-2%	·	-0.1	70	-28%	-6%	·	1.3%	-0.2%	·
COc1cccc(CNC(=O)CNC(=O)c2cccs2)c1	11%	·	-1.1	56	-38%	3%	·	5.3%	-0.2%	·
Cc1ccnc2nc(C(=O)OCC(=O)NCCc3ccc(Cl)cc3)nn12	8%	1.1	2.8	55	-23%	11%	i	-2.7%	0.5%	-1.0%
CCOc1ccc(NC(=O)c2cccc(NC3=NC4CS(=O)(=O)CC4S3)c2)cc1 (configuration not stated)	45%[20 µM]	·	9.0	45	-13%	8%	·	0.5%	-0.1%	·
CCOc1ccc(OCC(=O)NCCS(=O)(=O)N2CCN(c3ccc(F)cc3)CC2)cc1	-26%	·	-0.2	66	-24%	11%	·	-2.1%	0.2%	·
Cc1cc(OC(=O)c2ccccc2Br)c([N+](=O)[O-])c(=O)[nH]1	-20%[20 µM]	·	-0.3	51	-11%	12%	·	2.4%	-0.1%	·
Cc1onc(-c2ccccc2)c1C(=O)NCc1ccccn1	-2%	1.1	-3.4	77	-9%	19%	i	-3.8%	-0.3%	1.1%
CN(C)c1ccc(/C=N/NC2=NS(=O)(=O)c3ccccc32)cc1	-28%	·	-1.4	115	-8%	19%	·	1.7%	-0.1%	·
Cc1csc(SCC(=O)Nc2cc(S(=O)(=O)N3CCCC3)ccc2Cl)n1	15%	1.1	0.2	50	-16%	6%	i	38%	-0.1%	-0.6%
Cc1noc(C)c1COC(=O)C(c1ccccc1)c1ccccc1	0%	1	1.5	40	28%	-5%	i	-0.5%	1.1%	1.5%
COc1ccc(-c2nnc(SCC(=O)NC(C)c3ccccc3)o2)cc1OC (configuration not stated)	6%	0.9	2.1	53	-7%	-6%	i	0.9%	0.1%	-1.0%
COc1ccc2[nH]c(=O)c(CN(c3ccc(C)c(C)c3)S(C)(=O)=O)cc2c1	-9%	1.1	0.0	26	3%	34%	i	6.0%	-0.7%	-6.8%
CC(=O)c1cccc(N(CC(=O)Nc2ccc(F)cc2)S(C)(=O)=O)c1	2%	1.1	-1.9	55	-47%	-9%	i	0.2%	0.0%	-1.6%
Cc1ccc(S(=O)(=O)N2CCN(CC(=O)N/N=C\c3ccc(O)c(O)c3)CC2)cc1	-16%	·	2.2	55	7%	12%	i	7.0%	-0.2%	·
O=C(NC1CCCCC1)c1cc(S(=O)(=O)N2CCOCC2)ccc1Cl	-4%	·	-0.6	46	-13%	-6%	·	0.0%	-0.2%	·
CC(C)n1nc(C(=O)OCC(=O)N2CC(=O)Nc3ccccc32)c2ccccc2c1=O	-45%	1.1	2.7	50	-47%	-3%	i	7.1%	1.7%	·
CCCOc1ccc(-c2nnc(N)s2)cc1	-5%	1.1	-0.5	47	-22%	-49%	i	-2.5%	-0.3%	-4.9%
CCOc1ccc(CC(=O)N/N=C/c2cccnc2)cc1OCC	-19%	·	-0.5	66	-36%	3%	·	1.7%	-0.1%	·

Compound activity: PubChem BioAssay, several laboratories

A portion of the library; the hit share may differ from the screen's.
